Assay outcomes (PubChem BioAssay)
Pol kappa inh – qHTS for Inhibitors of Polymerase Kappa; DNA polymerase kappa (Homo sapiens), Q9UBT6; 0.53% of 400,000 active; purified Pol kappa, fluorescent DNA synthesis assay, 10 min; Potency, µM (highest dose often 107 µM), without a hit: top-dose activity, negative = inhibition, hits mostly inhibitors; further: on the % scale 0 is the no-effect control and ±100 the full control effect
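First, compounds were pin-transferred onto 10 nM Pol kappa. After 15 min at room temperature, substrate was added to 50 nM final. Fluorescence was then measured kinetically at 0 and 10 min.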
POLH inh – qHTS for Inhibitors of Polymerase Eta; recombinant Pol eta, fluorescent DNA replication assay; Potency, µM (highest dose often 114 µM), inactives show at the highest dose activity change, negative = inhibition, usual class: inhibitors; 1.2% of 390,000 active; AID 588591, 2011; further: on the % scale 0 is the no-effect control and ±100 the full control effect
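Pol eta (10 nM) was preincubated with compounds for 15 min at room temperature, after which fluorescent replication substrate (50 nM final) was added to start the reaction. Fluorescence was read kinetically at 0 and 10 min.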
G9a block – qHTS Assay for Inhibitors of Histone Lysine Methyltransferase G9a. Potency, µM (top dose mostly 102 µM), for the others: top-dose activity, negative = inhibition, most hits filed as inhibitors. 8.8% of 350,000 active. G9a H3K9 monomethylation, AlphaScreen, 2 h. Histone-lysine N-methyltransferase EHMT2 (Homo sapiens), Q96KQ7. AID 504332, 2011; further: on the % scale 0 is the no-effect control and ±100 the full control effect; nearly all actives have a fitted effect of over 75% in size
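AlphaScreen detection with an anti-monomethyl H3K9 antibody quantified product after a 2 h room-temperature reaction containing 500 nM biotinylated H3K9 peptide, 20 µM SAM and 20 nM enzyme, which had been preincubated 15 min with compound.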
BLM helicase inh – qHTS Assay for Inhibitors of Bloom's syndrome helicase (BLM) | RecQ-like DNA helicase BLM (Homo sapiens), P54132 | recombinant BLM DNA unwinding, fluorescence dequenching | Potency, µM (top dose mostly 56.1 µM), for inactives: at the highest dose activity change, negative = inhibition, actives largely listed as inhibitors | 0.2% of 350,000 active | AID 2528, 2010;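 further: plate controls were vehicle for no effect and no enzyme for full effect; nearly all actives have a fitted effect of over 35% in size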
BAZ2B inh – qHTS Assay for Inhibitors of BAZ2B. Bromodomain adjacent to zinc finger domain protein 2B (Homo sapiens), Q9UIF8. AlphaScreen BAZ2B-H3K14Ac peptide displacement. Potency, µM (doses to about 114 µM), inactives show top-dose activity change, negative = inhibition, usual class: inhibitors. 4.4% of 360,000 active; further: on the % scale 0 is the no-effect control and ±100 the full control effect; nearly all actives have a fitted effect of over 60% in size
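Multi-concentration screen (max 110 uM) measuring displacement of acetylated histone H3 peptide from BAZ2B by AlphaScreen, using 50 nM protein, 50 nM peptide and 10 ug/mL streptavidin donor plus Ni-chelate acceptor beads.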
POLB inh – qHTS Assay for Inhibitors of DNA Polymerase Beta | P06746 | Pol beta primer extension/strand displacement, fluorescence kinetic | Potency, µM (top dose mostly 114 µM), inactives show at the top dose activity change, negative = inhibition, usual class: inhibitors | 1.3% of 340,000 active | AID 485314, 2010; further: on the % scale 0 is the no-effect control and ±100 the full control effect
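Kinetic readout of DNA synthesis with strand displacement by Pol beta. Compound and 10 nM enzyme sit 15 min at room temperature; 50 nM substrate starts the reaction, read immediately and at 10 min.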
JMJD2A Tudor inh – qHTS Assay for Inhibitors of JMJD2A-Tudor Domain; Lysine-specific demethylase 4A (Homo sapiens), O75164; AlphaScreen JMJD2A-Tudor / H3K4me3 peptide binding; Potency, µM (highest dose often 114 µM), without a hit: top-dose activity change, negative = inhibition, actives largely listed as inhibitors; 4.4% of 390,000 active; AID 504339, 2011; further: on the % scale 0 is the no-effect control and ±100 the full control effect; nearly all actives have a fitted effect of over 50% in size
APE1 inh – qHTS Assay for Inhibitors of the Human Apurinic/apyrimidinic Endonuclease 1 (APE1); DNA repair nuclease/redox regulator APEX1 (Homo sapiens), P27695; recombinant APE1, TAMRA/BHQ-2 abasic DNA cleavage fluorescence; Potency, µM (top dose mostly 65.8 µM), for the others: top-dose activity change, negative = inhibition, hits mostly inhibitors; 0.35% of 350,000 active;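 further: plate controls were vehicle for no effect and reference inhibitor for full effect; nearly all actives have a fitted effect of over 55% in size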
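APE1 at 0.75 nM preincubated 15 min at room temperature with compound. Reaction then started with 50 nM double-stranded THF-abasic substrate labelled with TAMRA/BHQ-2, and 525/598 nm fluorescence read kinetically. Activity taken as third-minus-first read difference, normalized to DMSO and NSC13755 controls.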
POLI inh – qHTS for Inhibitors of Polymerase Iota; Potency, µM (titrated, usually from 115 µM), inactives show at the highest dose activity, negative = inhibition, usual class: inhibitors; DNA polymerase iota (Homo sapiens), Q9UNA4; Pol iota fluorescent replication assay, 10 min; 1% of 390,000 active
Target sequence (Q9UNA4 whole entry, looked up): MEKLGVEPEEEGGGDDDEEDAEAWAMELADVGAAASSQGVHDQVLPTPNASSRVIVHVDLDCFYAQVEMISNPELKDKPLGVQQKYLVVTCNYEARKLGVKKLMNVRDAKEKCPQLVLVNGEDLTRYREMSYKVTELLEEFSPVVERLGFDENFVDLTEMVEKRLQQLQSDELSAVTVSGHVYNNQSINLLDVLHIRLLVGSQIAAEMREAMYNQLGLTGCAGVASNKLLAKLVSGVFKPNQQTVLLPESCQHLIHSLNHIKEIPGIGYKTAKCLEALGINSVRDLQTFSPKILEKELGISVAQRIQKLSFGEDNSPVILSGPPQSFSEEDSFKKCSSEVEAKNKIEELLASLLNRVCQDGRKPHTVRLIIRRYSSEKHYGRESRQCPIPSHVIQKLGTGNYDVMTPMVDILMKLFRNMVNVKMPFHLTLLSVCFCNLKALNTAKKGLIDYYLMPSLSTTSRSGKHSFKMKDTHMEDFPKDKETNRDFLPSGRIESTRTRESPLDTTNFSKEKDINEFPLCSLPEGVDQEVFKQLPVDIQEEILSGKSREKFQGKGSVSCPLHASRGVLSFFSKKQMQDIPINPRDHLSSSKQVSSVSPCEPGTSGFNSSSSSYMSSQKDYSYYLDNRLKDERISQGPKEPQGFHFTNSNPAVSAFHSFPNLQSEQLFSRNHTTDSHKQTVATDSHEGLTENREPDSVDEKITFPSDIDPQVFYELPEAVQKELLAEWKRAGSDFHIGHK
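Fluorescent replication assay read twice, at 0 min and 10 min after adding 50 nM (final) substrate. Enzyme (10 nM) and compounds were first incubated 15 min at room temperature; enzyme-free buffer wells were negative controls.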
* = called active by the depositor; u = inconclusive; x = no result given; [ ] = dose if it differs, or a comment. The call rests on the fitted dose curve; in most records, active means well fitted curve in the direction sought with a large enough effect; inconclusive means small, poorly fitted or top-dose-only effect, or another doubt; inactive means no such curve, though single readings can be large; an effect the other way counts as inactive or inconclusive. Potency means the concentration at half of the fitted maximal effect. A portion of the library. The share of hits here may be higher or lower than overall.

| smiles | Pol kappa inh | POLH inh | G9a block | BLM helicase inh | BAZ2B inh | POLB inh | JMJD2A Tudor inh | APE1 inh | POLI inh |
| --- | --- | --- | --- | --- | --- | --- | --- | --- | --- |
| CN(Cc1ccccc1)C1CC(=O)N(c2ccc(C(=O)O)cc2)C1=O (stereo not given) | -1% | -4% | 3.5µM* | 1% | 9% | 10% | -13% | -3% | 32%[activator] |
| Cc1nc2sc(-c3ccccc3)nn2c(=O)c1Br | -1% | -17% | 0% | 6% | 10% | 25% | -8% | 15% | 5% |
| Cc1sc2nc(CN3CCCCC3)nc(Nc3ccc4c(c3)OCCO4)c2c1C | -8% | -10% | 39% | 37%[activator] | -18% | 79µM* | -12% | -11% | 54%[activator] |
| COc1ccc(CCNC(=O)/C=C/c2ccc(OC)c(S(=O)(=O)N3CCOCC3)c2)cc1 | -4% | 2% | 5% | -7% | -20% | -8% | -20% | -8% | -22% |
| COC(=O)c1c(/N=C/N(C)C)sc2c1CCN(c1ncc(C(F)(F)F)cc1Cl)C2 | -6% | -15% | u | 1% | -13% | 0% | u | 6% | -5% |
| COc1cccc(Nc2nc(N)nc(CCl)n2)c1 | -16% | 4% | 3%[12.7 µM] | -1% | -9% | u | -19% | 4% | 22% |
| O=C(Cn1cnc2ccccc2c1=O)N1CCOCC1 | -5% | -16% | -2% | 0% | -1% | -1% | -18%[57.1 µM] | -1% | 17% |
| CC1CCN(S(=O)(=O)c2ccc(Oc3ccc([N+](=O)[O-])cc3)cc2)CC1 | -3% | -15% | 50%[59 µM] | -3% | u | -2% | -24% | 1% | -8% |
| CC(C)CN=c1cc(-c2ccccc2)oc2ccc(Cl)cc12 | -10% | -11% | 3%[12.7 µM] | 46%[activator] | 10%[57.1 µM] | u | -17% | 11% | -2% |
| CC(=O)Nc1cccc(Oc2ccc([N+](=O)[O-])cc2Cl)c1 | -7% | 1% | -7% | -7% | -9% | 14% | -14% | 19% | 3% |
| COC(=O)c1c(-c2cccs2)csc1NC(=O)c1cc(OC)cc(OC)c1 | -14% | -20% | 2.8µM* | -8% | -35% | -27% | -5% | x | 20% |
| O=C(NC1CCS(=O)(=O)C1)c1ccc(-c2ccc(Br)cc2)o1 (stereo not given) | -7%[60.1 µM] | -3% | -40%[59 µM] | 2% | -21% | 4% | -22% | 0% | 1% |
| Cn1ccnc1SCC(=O)Nc1sccc1C#N | u | u | -1% | -19% | -36% | 32µM* | -26% | -6% | u |
| CCCn1c(SCC(=O)Nc2nccs2)nnc1-c1cccnc1 | -22% | 1% | -8% | 1% | 11% | 6% | -5% | 14% | 7% |
| CCCc1c(C(=O)O)cnn1-c1ccc(Cl)cc1 | 13% | -14% | 2% | 0% | -3% | 2% | -9% | -2% | 14% |
| CSc1ccccc1C(=O)Nc1nc2ccccc2c(=O)[nH]1 | -10% | -3% | u | 1% | -13% | 1% | -6% | 3% | -10% |
| COC(=O)c1ccc(CN(Cc2ccc(OC)c(OC)c2)S(=O)(=O)c2ccc(F)c(C(=O)Nc3cc(C)ccc3C)c2)cc1 | 0%[60.1 µM] | -15% | -21%[59 µM] | -8% | -9% | 1% | -11% | x | -7% |
| Cc1c(Cc2ccccc2)c(NCCCO)n2c(nc3ccccc32)c1C#N | 7% | -4% | 54%[activator] | 4% | 29% | -12% | 43%[activator] | -9% | 7% |
| O=C(C[n+]1cc(-c2ccccc2)n2c1CCCCC2)c1ccc(Br)cc1 | 0% | 7% | 50µM* | 4% | -24% | -10% | -17% | -5% | 148%[activator] |
| Fc1ccc(Cn2nnnc2C(c2cccs2)N2CCCCCC2)cc1 (stereo not given) | -5% | 0% | -22%[12.7 µM] | -11% | 7% | -1% | 3% | -8% | -9% |
| CC(CN1CCCCC1)C(=O)NNC(=O)C12CC3CC(CC(C3)C1)C2 (stereo not given) | 5% | -13% | 4% | -1% | -1% | 20% | -4% | 2% | 20% |
| S=C(Nc1ccc2nsnc2c1)N1CCCCCC1 | -10% | 0% | x | -4% | 3% | u | 2% | 25% | 98%[activator] |
| O=C(NCCOc1ccccc1)C1CCC(=O)N(C2CCCCCC2)C1 (stereo not given) | -17% | -11% | 14% | -3% | -17% | 21% | -1% | 45% | 11% |
| COc1nc(NCCC2=CCCCC2)nc(OC)n1 | -22% | -14% | 10%[2.33 µM] | 1% | -5% | 20% | -6% | -1% | -2% |

Another view of some results above.
Under each structure – Pol kappa inh | POLH inh | G9a block | BLM helicase inh | BAZ2B inh | POLB inh | JMJD2A Tudor inh | APE1 inh | POLI inh
CN(Cc1ccccc1)C1CC(=O)N(c2ccc(C(=O)O)cc2)C1=O (stereo not given)
→ -1% | -4% | 3.5µM* | 1% | 9% | 10% | -13% | -3% | 32%[activator]
Cc1nc2sc(-c3ccccc3)nn2c(=O)c1Br
→ -1% | -17% | 0% | 6% | 10% | 25% | -8% | 15% | 5%
Cc1sc2nc(CN3CCCCC3)nc(Nc3ccc4c(c3)OCCO4)c2c1C
→ -8% | -10% | 39% | 37%[activator] | -18% | 79µM* | -12% | -11% | 54%[activator]
COc1ccc(CCNC(=O)/C=C/c2ccc(OC)c(S(=O)(=O)N3CCOCC3)c2)cc1
→ -4% | 2% | 5% | -7% | -20% | -8% | -20% | -8% | -22%
COC(=O)c1c(/N=C/N(C)C)sc2c1CCN(c1ncc(C(F)(F)F)cc1Cl)C2
→ -6% | -15% | u | 1% | -13% | 0% | u | 6% | -5%
COc1cccc(Nc2nc(N)nc(CCl)n2)c1
→ -16% | 4% | 3%[12.7 µM] | -1% | -9% | u | -19% | 4% | 22%
O=C(Cn1cnc2ccccc2c1=O)N1CCOCC1
→ -5% | -16% | -2% | 0% | -1% | -1% | -18%[57.1 µM] | -1% | 17%
CC1CCN(S(=O)(=O)c2ccc(Oc3ccc([N+](=O)[O-])cc3)cc2)CC1
→ -3% | -15% | 50%[59 µM] | -3% | u | -2% | -24% | 1% | -8%
CC(C)CN=c1cc(-c2ccccc2)oc2ccc(Cl)cc12
→ -10% | -11% | 3%[12.7 µM] | 46%[activator] | 10%[57.1 µM] | u | -17% | 11% | -2%
CC(=O)Nc1cccc(Oc2ccc([N+](=O)[O-])cc2Cl)c1
→ -7% | 1% | -7% | -7% | -9% | 14% | -14% | 19% | 3%
COC(=O)c1c(-c2cccs2)csc1NC(=O)c1cc(OC)cc(OC)c1
→ -14% | -20% | 2.8µM* | -8% | -35% | -27% | -5% | x | 20%
O=C(NC1CCS(=O)(=O)C1)c1ccc(-c2ccc(Br)cc2)o1 (stereo not given)
→ -7%[60.1 µM] | -3% | -40%[59 µM] | 2% | -21% | 4% | -22% | 0% | 1%
Cn1ccnc1SCC(=O)Nc1sccc1C#N
→ u | u | -1% | -19% | -36% | 32µM* | -26% | -6% | u

Other compounds follow:
| smiles | Pol kappa inh | POLH inh | G9a block | BLM helicase inh | BAZ2B inh | POLB inh | JMJD2A Tudor inh | APE1 inh | POLI inh |
| --- | --- | --- | --- | --- | --- | --- | --- | --- | --- |
| Cc1cc(N2C(=O)C3C4C=CC(C4)C3C2=O)ccc1NC(=O)c1cccs1 (stereo not given) | -30% | u | -14%[59 µM] | -11% | u | 32µM* | u | u | u |
| Cc1cc(C)nc(SC/C=C/c2ccccc2)n1 | -3% | -25% | x | -6% | 14% | 9% | 96%[activator] | -15% | 4% |
| O=C(CCCOc1ccc(Cl)cc1)N1CCCCCC1 | -3% | -16% | -7%[59 µM] | -1% | 9% | 3% | 2% | 7% | 15% |
| NC1=NC(=Nc2ccccc2)c2ccccc21 | -9% | 3% | 34%[2.33 µM] | -1% | 9% | u | -22% | -3% | 16% |
